ATXN viability: reduces viability in counter-screen for ATXN expression inhibitors; S2 cells (HEK-293 line with an ATXN2-luciferase reporter) viability, CellTiter-Fluor protease fluorescence, 24 h; 400,000 tested, 0.49% active; Potency, µM (series often up to 56.7 µM), hits mostly cytotoxic; AID 651635; further: potency means the concentration at half of the fitted maximal effect; nearly all actives have a fitted effect of over 40% in size
A549 tox: A549 cytotoxicity, counter-screen for Nrf2 inhibitors | 390,000 tested, 0.16% active | A549 ARE-Fluc cells, CellTiter-Fluor viability, 18-24 h | Potency, µM (doses to about 46 µM), for the others: top-dose activity change, negative = cytotoxicity, most hits filed as inhibitors; further: potency means the concentration at half of the fitted maximal effect; on the % scale 0 is the no-effect control and ±100 the full control effect
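Cytotoxicity counterscreen: CellTiter-Fluor fluorescence was measured in A549 ARE_Fluc cells after 18-24 h of compound exposure in a concentration series. The subsequent BugLite luminescent read reports ARE-luciferase activity.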
MCF10A rereplic: induces DNA re-replication in MCF 10a normal breast cells; MCF 10A DNA re-replication, Hoechst nuclear intensity, 48 h; Potency, µM (top dose mostly 46.1 µM), for inactives: at the top dose activity, positive = re-replication, most hits filed as activators; 350,000 tested, 2.9% active; AID 624296; further: potency means the concentration at half of the fitted maximal effect; % of control where 0% means no effect; nearly all actives have a fitted effect of over 50% in size
Nrf2 inh: inhibitors of Nrf2 signaling; A549 ARE-Fluc reporter, luciferase luminescence, 18-24 h; 360,000 tested, 2.1% active; Potency, µM (titrated, usually from 46 µM), for inactives: top-dose activity change, negative = inhibition, actives largely listed as inhibitors; further: potency means the concentration at half of the fitted maximal effect; on the % scale 0 is the no-effect control and ±100 the full control effect; nearly all actives have a fitted effect of over 60% in size
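Reporter: ARE-Fluc in A549. Exposure: 18-24 h, 37 °C, 5% CO2, 5% FBS OPTI-MEM. Readouts: fluorescent cytotoxicity (CellTiter-Fluor), then luminescent Nrf2 signal after BugLite.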
IL1B secr inh: inflammasome signaling inhibition, IL-1 beta readout | 360,000 tested, 4.7% active | activity change, % at 57.5 µM | AID 743279 | THP-1 LPS/ATP IL-1B secretion, AlphaLISA, 16 h; hits give low values; in the data active means activity change below about -50%; inconclusive means mostly about -30% to -49%; further: on the % scale 0 is the no-effect control and ±100 the full control effect
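Secreted IL-1B measured by AlphaLISA bead assay after 16 h compound exposure of THP-1 cells; compounds (final up to 57.5 uM) added 1 h before LPS (250 ng/mL) and ATP (1.25 mM) stimulation; lower signal means less secretion.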
ATXN2 expr inh: reduces ATXN2 reporter expression in HEK-293 cells | Potency, µM (top dose mostly 57 µM), inactives show top-dose activity change, negative = inhibition, actives largely listed as inhibitors | 360,000 tested, 0.72% active | HEK-293 ATXN2-luciferase reporter, luminescence, 24 h; further: potency means the concentration at half of the fitted maximal effect; on the % scale 0 is the no-effect control and ±100 the full control effect; nearly all actives have a fitted effect of over 55% in size
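qHTS (up to 57 uM final) was run with 24 h compound exposure of reporter cells at 37 °C. Each well was multiplexed: SteadyGlo luminescence measured ATXN2-luciferase expression after a fluorogenic Gly-Phe-AFC viability readout (25 uM final).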
HepG2 tox: counter-screen for TGF-b inhibitors: cytotoxicity in HepG2 cells | HepG2 CAGA-GFP viability, ATP luminescence, 18 h | Potency, µM (doses to about 46.1 µM), for the others: at the top dose activity change, negative = cytotoxicity, actives largely listed as cytotoxic | 410,000 tested, 0.76% active | AID 588856; further: potency means the concentration at half of the fitted maximal effect; some results filed as inactive show a strong effect at the top dose
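HepG2 CAGA-GFP cells (1000/well, DMEM with 1% FBS) received compound, then TGF-beta at 500 pg/mL final, and were incubated 18 hours at 37 degrees C. Viability was read by CellTiter-Glo luminescence. Media-only wells were set as complete cell-killing and DMSO as no toxicity.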
Nrf2 activator: activates Nrf2 signaling. AREc32 ARE-luciferase reporter (MCF7-derived line), luminescence, 24 h. Potency, µM (highest dose often 46.1 µM), inactives show at the highest dose activation, hits mostly activators. 410,000 tested, 0.31% active. AID 624171; further: potency means the concentration at half of the fitted maximal effect; % of control where 0% means no effect; nearly all actives have a fitted effect of over 65% in size
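ARE activation measured as luciferase luminescence (Steady-Glo, 30 min RT) in AREc32_Fluc cells after 24 hr compound exposure at 37 deg C, 5% CO2; cells seeded overnight at 1000/well in OPTI-MEM, 5% FBS.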
TGFb inhibitor: blocks TGF-b signaling; Potency, µM (titrated, usually from 46.1 µM), inactives show at the highest dose activity, negative = inhibition, hits mostly inhibitors; 410,000 tested, 1.2% active; HepG2 CAGA-GFP TGF-b/SMAD3 reporter, GFP fluorescence, 18 h; TGF-beta stimulated, 500 pg/mL final; further: potency means the concentration at half of the fitted maximal effect; on the % scale 0 is the no-effect control and ±100 the full control effect; nearly all actives have a fitted effect of over 65% in size
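Smad-responsive CAGA-GFP expression was quantified in HEPG2 cells exposed to compounds and 500 pg/mL final TGF-beta for 18 h at 37 degrees C; unstimulated wells defined full inhibition.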
An asterisk follows results filed as active; i = inactive; ? = inconclusive; . = not tested or not shown; [ ] = another dose, or the depositor's remark. Unless noted, the call rests on the fitted dose curve; in most records, active means well fitted curve in the direction sought with a large enough effect; inconclusive means small, poorly fitted or top-dose-only effect, or another doubt; inactive means no such curve, though single readings can be large; an effect the other way counts as inactive or inconclusive.

SMILES	ATXN viability	A549 tox	MCF10A rereplic	Nrf2 inh	IL1B secr inh	ATXN2 expr inh	HepG2 tox	Nrf2 activator	TGFb inhibitor
Cc1cccc(C(=O)OC(C)C(=O)NC(=O)NC2CCCCC2)c1O (stereo not given)	i	3%	6%	4%	-1	3%	0%	-0.6%	?
COc1ccc(C(C)(C)C)cc1NC(=O)COC(=O)c1cc(SC)ccc1Cl	i	-1%	-5%	-5%	-2	2%[11.3 µM]	9%	-0.1%	1%
Cn1c(Cc2c[nH]c3ccccc23)n[nH]c1=S	i	6%	5%	.	26	11%	4%	4.0%	4%
CN1CCN(Cc2ccc(-c3ccc(Cl)cc3)o2)CC1	?	-5%	7%	.	-30	-18%	-21%	3.5%	11%
O=c1c2cccc3c2c(nn1-c1ccccc1)-c1ccccc1-3	i	0%	?	1%	27	-24%	4%	6.1%	-4%
CN1OC(Cn2cc(C#N)c(=O)n(C)c2=O)CC1c1ccccc1 (stereo not given)	i	6%	-16%	1%	-10	-2%	-2%	-0.9%[9.22 µM]	-8%
COc1ccc(/C=C(\NC(=O)c2ccc(OC)cc2)C(=O)NC(CCSC)C(=O)O)cc1 (stereo not given)	i	19%	-12%	.	41	0%	-5%	-0.6%	?
COc1ccc(C(=O)Nc2cc(S(=O)(=O)c3ccc(Cl)cc3)c(O)c(C)c2C)cc1	i	-6%	.	0%	.	1%	-23%	-1.1%	?
CC(=O)N1c2ccc(S(=O)(=O)N3c4ccccc4CC3C)cc2CC1C (stereo not given)	i	2%	-7%	22%	27	.	-22%	0.4%	-22%
CCOc1ccc(CNC(=O)c2ccc3c(c2)nc2n3CCC(C)C2)cc1OC (stereo not given)	.	1%	.	.	.	.	-2%	0.3%	0%
N#CCCNc1c(Cl)cc(Cl)cc1C(=O)O	i	0%	-33%[inhibitor]	7%	7	2%	13%	0.0%	?
Cc1ccc(C(=O)Nc2ccccc2C(=O)O)cc1S(=O)(=O)Nc1ccc(Br)cc1	i	-1%	?	7%	16	-8%	-1%	-0.8%	?
COc1ccccc1-c1cc2nc(NCCc3ccc(S(N)(=O)=O)cc3)ccn2n1	i	.	.	.	-68*	-17%	-1%	0.3%[9.22 µM]	33%[activator]
COc1cccc(CN2CCCC(C(=O)N3CCCCC3)C2)c1 (stereo not given)	i	14%	?	-2%	31	.	-3%	0.1%	3%
CCc1nnc(NC(=O)C(NC(=O)c2ccccc2Cl)C(C)C)s1 (stereo not given)	i	1%	?	1%	0	.	-23%	0.3%	5%
Cc1cc(C(=O)NCc2cccc(Cl)c2)c2ccccc2n1	i	1%	1%	-6%	21	-16%	-8%	-0.1%	-5%
O=C(O)[C@H]1CCCN1S(=O)(=O)c1cccc2cccnc12	i	15%	-2%	-3%	32	4%	0%	-1.5%	-5%
O=[N+]([O-])c1cccc(/C=N/n2c(C3CCCCC3)n[nH]c2=S)c1	i	3%	3%	8%	5	10%	-24%	-0.6%	-24%
Cc1c(C(=O)NN)sc(=S)n1C	i	0%	0%	-5%	8	-25%	-18%	2.8%	5%
CC(=O)Nc1cccc(-c2ccnc3c2CC(C(=O)Nc2ccc(Cl)cc2)O3)c1 (stereo not given)	?	.	.	.	?	?	-17%	-0.7%[9.22 µM]	32%
Cc1cc(C)cc(N(CC(=O)NCc2cccnc2)S(C)(=O)=O)c1	i	-6%	?	2%	13	-4%	-2%	-0.4%	12%
CC(=O)Nc1nonc1-c1nc2ccccc2n1CCC#N	i	3%	-5%	7%	6	4%	3%	-0.5%	2%
COc1ncnc2c1ncn2CC1COC(C)(C)O1 (stereo not given)	?	9%	1%	11%	-12	5%	8%	-0.3%	-1%
CC(=O)C[C@@H](O)CC(=O)[C@@H]1OC(=O)[C@H](C)C/C=C\Cc2ccccc21	i	1%	8%	4%	-10	10%	-29%	0.7%	-1%
CCC(COC(=O)c1ccccc1)Oc1cc(NCc2ccccc2)c2ncn(C(C)C)c2c1 (stereo not given)	?	16µM*	?	23µM*	79	?	-85%	-5.1%	?
SMILES	ATXN viability	A549 tox	MCF10A rereplic	Nrf2 inh	IL1B secr inh	ATXN2 expr inh	HepG2 tox	Nrf2 activator	TGFb inhibitor
O=S(=O)(c1ccc2ccccc2c1)N1CCC(c2nc(-c3ccncc3)no2)CC1	i	-26%	.	4.1µM*	-18	?	-34%	-0.2%	?
O=C(N/N=C/c1coc2ccccc2c1=O)c1cc2ccccc2o1	i	0%	18%	3%	20	-1%	23%	8.2%	23%
CC(C)(C)OC(=O)Nc1ncnc2c1ncn2C1OC(CO)C2OC(C)(C)OC21 (stereo not given)	i	7%	?	-12%	1	-23%	29%	-0.1%	4%
NS(=O)(=O)c1ccc(Oc2ccc(S(N)(=O)=O)cc2)cc1	i	-10%	-24%	-9%	26	11%	1%	-0.2%	8%
CC(C)CNC(=S)N1CCC(NC(=O)C23CC4CC(CC(C4)C2)C3)CC1	?	-4%	3%	0%	11	-2%	4%	-0.5%	-15%
Cc1cc(C)n(CC(O)COc2ccccc2C(=O)Nc2ccccc2)n1 (stereo not given)	i	.	2%	13%	-9	-7%	-1%	0.2%	-19%
Cc1cc(C)n(-c2ccc(C(=O)O)cc2)n1	i	5%	4%	-18%	i	7%	-20%	3.1%	-2%
CCC(=O)N1CCC(C)(C(=O)Nc2ccc3c(c2)OCCO3)C1 (stereo not given)	i	.	.	.	31	3%	2%	-0.4%	-16%
CC(C)C(c1nnnn1Cc1ccc(F)cc1)N1CCN(C2CCCCC2)CC1 (stereo not given)	i	13%	-1%	.	-7	-1%	7%	-0.2%	-5%
Cc1ccc(C(=S)N2CCN(Cc3ccccc3)CC2)cc1	i	?	?	-4%	-15	-20%	-8%	1.9%	?
Nc1nc(NCCCN2CCOCC2)nc(Nc2ccccc2F)c1[N+](=O)[O-]	i	9%	3%	?	-57*	?	-11%	4.6%	1%
O=C1c2ccccc2C(=O)N1Cc1nc(-c2ccccc2)no1	i	8%	-27%	.	-4	0%	4%	0.4%	-3%
OC(c1cccc(Cl)c1)c1nc(-c2cc3ccccc3o2)cs1 (stereo not given)	i	.	.	.	-12	-6%	-19%	-0.4%[9.22 µM]	-28%
CC(C)(C)c1cc[n+](-c2[nH]c(=O)sc2/C=N/N=C(\[O-])c2cccnc2)cc1	?	-17%	-14%	-6%	5	-3%	-12%	-0.3%	-1%
Cc1ccc(Cn2c(C)c(CNCC(C)c3ccccc3)c(C(=O)O)c2C)cc1 (stereo not given)	?	-11%	.	-10%	.	-8%	-17%	0.3%	2%
Cc1ccc(S(=O)(=O)c2nc(-c3ccc(F)cc3)oc2SCC(N)=O)cc1	i	-4%	1%	5%	0	-8%	9%	-0.6%	-2%
Cc1noc(C)c1C(=O)N1CCCC1	i	3%	27%	.	8	-9%	2%	0.9%	-1%
COc1ccccc1C(=O)Nc1nnc2n1CCS2	i	-2%	.	.	.	36%	-12%	0.2%	-12%
CC(=O)NC1CC2CCCC(C1)N2C(=O)Nc1ccccc1 (stereo not given)	i	2%	0%	16%	16	-20%	1%	0.1%	1%
COc1cc(OC)cc(C(=O)Nc2ccc(C(=O)c3ccncc3)cc2)c1	i	0%	?	?	-24	?	0%	-0.2%	-4%
CCOC(=O)CNC(=O)C(=O)c1c(O)[nH]c2ccccc12	i	-3%	0%	25%	30	-3%	-18%	-0.3%	-3%
CCOC(=O)C1CCN(C(=O)C2CCN(c3nc4ccc(OC)cc4s3)CC2)CC1	i	-3%	2%	16%	-26	-12%	-2%	-0.1%	-19%
Cc1onc(-c2ccccc2)c1-c1nnc(CN2CCN(S(=O)(=O)c3ccccc3)CC2)o1	i	-7%	6%	?	14	-12%	-13%	0.2%	-7%
COc1cc(OC)c(NS(=O)(=O)c2cccc(C(=O)OCC(=O)NCC3CCCO3)c2)cc1Cl (stereo not given)	i	0%	13%	12%	11	1%	-20%	0.3%	-10%
CCc1cccc(C)c1NC(=O)C1C2CCC(O2)C1C(=O)O (stereo not given)	i	-7%	22%	3%	-18	6%	-6%	-0.1%	1%
SMILES	ATXN viability	A549 tox	MCF10A rereplic	Nrf2 inh	IL1B secr inh	ATXN2 expr inh	HepG2 tox	Nrf2 activator	TGFb inhibitor
O=C(c1ccccc1Br)N(Cc1ccccc1)c1ccccc1	i	1%	2%	-9%	-57*	-17%	-19%	-0.4%	-30%
Fc1cccc(F)c1CSc1nc2ccccc2[nH]1	i	-2%	7%	?	4	68%[activator]	-28%	2.4%	-9%
Nc1c(C(=O)NCc2ccc(Cl)cc2Cl)nnn1Cc1ccc(Br)cc1	i	2%	.	5%[9.27 µM]	.	-13%	-41%	6.2%	?
CN(C)c1oc(-c2cccs2)nc1C#N	?	-8%	4%	-16%	-3	8%	2%	10%	13%
COc1ccc(/C=N/NC(=O)c2ccc(COc3ccccc3Cl)o2)cc1	i	-2%	?	-18%	13	0%	-22%	2.9%	-21%
Clc1ccc(CSc2ccc(-c3cccnc3)nn2)cc1	i	0%	12%	-6%	-11	-8%	-10%	2.3%	11%

Part of the list above, with two lines to a compound:
Fields – ATXN viability | A549 tox | MCF10A rereplic | Nrf2 inh | IL1B secr inh | ATXN2 expr inh | HepG2 tox | Nrf2 activator | TGFb inhibitor
> Nc1c(C(=O)NCc2ccc(Cl)cc2Cl)nnn1Cc1ccc(Br)cc1
 : i | 2% | . | 5%[9.27 µM] | . | -13% | -41% | 6.2% | ?
> CN(C)c1oc(-c2cccs2)nc1C#N
 : ? | -8% | 4% | -16% | -3 | 8% | 2% | 10% | 13%

Taken from above:
CCOc1ccc(CNC(=O)c2ccc3c(c2)nc2n3CCC(C)C2)cc1OC (stereo not given) – TGFb inhibitor = 0%
COc1cccc(CN2CCCC(C(=O)N3CCCCC3)C2)c1 (stereo not given) – IL1B secr inh = 31
O=c1c2cccc3c2c(nn1-c1ccccc1)-c1ccccc1-3 – Nrf2 inh = 1%
CCOC(=O)C1CCN(C(=O)C2CCN(c3nc4ccc(OC)cc4s3)CC2)CC1 – Nrf2 inh = 16%
CCC(=O)N1CCC(C)(C(=O)Nc2ccc3c(c2)OCCO3)C1 (stereo not given) – ATXN2 expr inh = 3%

Source: PubChem
